CHT block: inhibitors of human choline transporter CHT | High affinity choline transporter 1 (Homo sapiens), Q9GZV3 | B-score at 10 µM | 310,000 tested, 0.86% active | CHT-expressing cells, membrane potential dye, choline response; hits give low values;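 active = B-score over 3 SD under the library average, and starting fluorescence ratio not unusually high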;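 also: choline stimulus applied at its EC90 after an EC20 pre-addition; B-score computed on integrated fluorescence ratio after choline addition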
Target sequence (Q9GZV3 whole entry, looked up): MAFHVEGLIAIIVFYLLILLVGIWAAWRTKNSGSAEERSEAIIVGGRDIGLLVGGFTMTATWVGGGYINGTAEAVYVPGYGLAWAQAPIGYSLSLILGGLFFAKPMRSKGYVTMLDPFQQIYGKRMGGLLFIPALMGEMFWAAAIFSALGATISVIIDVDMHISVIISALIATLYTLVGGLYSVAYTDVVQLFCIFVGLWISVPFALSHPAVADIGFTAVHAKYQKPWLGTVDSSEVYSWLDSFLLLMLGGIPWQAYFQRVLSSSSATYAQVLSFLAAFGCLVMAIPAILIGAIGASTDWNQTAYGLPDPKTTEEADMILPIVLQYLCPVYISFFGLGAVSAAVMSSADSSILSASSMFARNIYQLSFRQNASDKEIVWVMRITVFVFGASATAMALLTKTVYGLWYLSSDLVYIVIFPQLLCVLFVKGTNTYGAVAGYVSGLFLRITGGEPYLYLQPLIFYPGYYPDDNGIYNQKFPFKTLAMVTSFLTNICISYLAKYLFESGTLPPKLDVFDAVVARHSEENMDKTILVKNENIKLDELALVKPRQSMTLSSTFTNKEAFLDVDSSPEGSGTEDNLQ
CHT PAM: CHT positive allosteric modulators, primary screen, cell-based, membrane potential dye, choline EC20; High affinity choline transporter 1 (Homo sapiens), Q9GZV3; B-score at 10 µM; 310,000 tested, 0.49% active; AID 488977, 2010; CHT-expressing cells; hits give high values; LV-AA mutant CHT in HEK293 cells;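 active = initial fluorescence not abnormally high and integrated response B-score, plate-corrected, over 3 SD above library mean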
Active calls of the source: *; i = inactive. Hits appear at their usual frequency (roughly 1.5% active in at least one column).

SMILES	CHT block	CHT PAM
CC(C)CCNC(=O)c1onc(CSc2ccc(Cl)cc2)c1C(=O)NCCC(C)C	i	i
CC(C)(C)c1cc(C(=O)NN)n(Cc2ccc(Cl)cc2Cl)n1	i	i
COC(=O)CCC(=O)Nc1cc(S(=O)(=O)Nc2ccc(Cl)cc2)ccc1N1CCOCC1	i	i
Cc1ccc(-c2csc3ncnc(N4CCN(c5ccccc5O)CC4)c23)cc1	i	i
O=C(NN1C(=O)CSC1=S)c1cccnc1	i	i
N#CCCN1CCN(S(=O)(=O)c2ccc(S(=O)(=O)N3CCOCC3)cc2)CC1	i	i
O=C(CCn1nc(-c2ccc(Cl)cc2)c2ccccc2c1=O)Nc1cccnc1	i	i
OC(c1ccccc1)C1CN(Cc2ccccc2)CCC1(O)c1ccccc1 (stereo unspecified)	i	i
COc1ccc(-c2nc(SCC(=O)N3CCOCC3)n[nH]2)cc1	i	i
NS(=O)(=O)c1ccc(CCNC(=O)Cc2cccs2)cc1	i	i
CCCCn1c(CNC(=O)c2cccs2)nc2ccccc21	i	i
CCOC(=O)C1=C(C)N=c2s/c(=C\c3ccc(OCC(=O)O)cc3)c(=O)n2C1c1ccccc1OC (stereo unspecified)	i	i
O=C(/C=C/c1ccc2c(c1)OCO2)NCCS(=O)(=O)N1CCN(c2ccc(F)cc2)CC1	i	i
O=C(NNS(=O)(=O)c1ccccc1[N+](=O)[O-])c1cccc([N+](=O)[O-])c1	i	i
C/C(=N\NC(=S)NC(C)C)c1ccc2c(c1)OCCO2	i	i
O=c1nc(-c2ccccc2)c2cc(SC(F)F)ccc2[nH]1	i	i
Cc1ccc(C)c(N(CC(=O)Nc2cc(Cl)ccc2Oc2ccccc2)S(C)(=O)=O)c1	i	i
CCCC(C)NC(=O)c1ccc(F)cc1 (stereo unspecified)	i	i
Cc1ccc(NC(=S)NNC(=O)c2ccc(N3CCOCC3)c([N+](=O)[O-])c2)cc1Cl	i	i
O=C(Nc1cccc(O)c1)c1cc(-c2ccccc2Cl)on1	i	i
CN(C)c1ncnc2c1ncn2C1OC(CO)C(O)C1O (stereo unspecified)	i	i
COc1ccc(OCC(=O)N2CCN(c3nnc(-c4ccccc4)c4ccccc34)CC2)cc1	i	i
COc1ccc2[nH]c3c(c2c1)[C@@H]1CCN2C(=O)CCC[C@H](C3)[C@H]12	i	i
CN(C)C1=NCCN1CCC1CCCCC1	i	i
CCOP(=O)(OCC)c1nc(/C=C/c2ccccc2)oc1NCc1ccc(OC)cc1	i	i
SMILES	CHT block	CHT PAM
CC(C)(C)c1nc2c(Br)cc(Br)cc2c(=O)o1	i	i
COC(=O)c1ccc2c(=O)n3c(nc2c1)SCC(c1ccccc1)=N3	i	i
Cc1ccc(SCC(=O)OC(C)C(=O)Nc2ccc(S(N)(=O)=O)cc2)cc1C (stereo unspecified)	i	i
O=C(CCc1ccccc1)NC(=S)NCc1ccco1	i	i
CCOC(=O)Cc1csc(NC(=O)Nc2ccc(F)cc2)n1	i	i
Cc1ccc(C)c(/C=N/NC(=S)NCCc2ccccc2)c1	i	i
O=C(CN1CCN(c2ccccc2O)CC1)NC(c1ccccc1)c1ccccc1	i	i
O=C(/C=C/c1ccco1)NCc1ccco1	i	i
Cc1cc(N2CCN(C)CC2)nc2ccc(NC(=S)N3CCN(c4ccc(Cl)cc4)CC3)cc12	i	i
O=S(=O)(c1ccccc1C(F)(F)F)N1CCOCC1	i	i
CCOc1ccc(S(=O)(=O)NCc2ccc3c(c2)OCO3)cc1NC(C)=O	i	i
COc1ccc(OC)c(C2C(C(C)=O)=C(O)C(=O)N2c2ccc(O)cc2)c1 (stereo unspecified)	i	i
O=C(Cc1ccccc1)NCC(=O)N/N=C/c1ccc(Cl)cc1	i	i
COc1ccc(CCNC(=O)CSc2nc3[nH]ncc3c(=O)n2-c2ccccc2OC)cc1OC	i	i
Cn1c(=O)oc2cc(S(=O)(=O)NCCN3CCCCCC3)ccc21	i	i
CC(N=c1ccccn1C(=O)Nc1ccc(Cl)cc1)c1ccco1 (stereo unspecified)	i	i
CCN1C(=O)[C@H]2[C@@H](c3ccc(OC)cc3)N3C(=O)CN(CCOC)C(=O)[C@@]3(Cc3ccccc3)[C@H]2C1=O	i	i
O=[N+]([O-])c1cccc(/C([O-])=C(/C(=S)Nc2ccccc2F)[n+]2ccccc2)c1	i	i
CC(C)CCN1CCN(Cc2ccc(C(F)(F)F)cc2)CC1CCO (stereo unspecified)	i	i
O=C(CSc1ccc(-c2ccc(F)cc2)nn1)Nc1ccc2c(c1)OCCO2	i	i
c1ccc(CCNc2nc3ccccc3s2)cc1	i	i
Cc1ccc(S(=O)(=O)N2CCOCC2)cc1C(=O)Nc1ccccc1F	i	i
COc1ccc(C2CC(=O)NC(=O)C2)cc1	i	i
O=[N+]([O-])c1ccc(N/N=C/c2cn(Cc3ccc(F)cc3)c3ccccc23)nc1	i	i
CN(C)S(=O)(=O)c1ccc(C(=O)Nc2nc(-c3cc4ccccc4o3)cs2)cc1	i	i

The final 6 records of the section above come first, to join the parts:
SMILES	CHT block	CHT PAM
O=C(CSc1ccc(-c2ccc(F)cc2)nn1)Nc1ccc2c(c1)OCCO2	i	i
c1ccc(CCNc2nc3ccccc3s2)cc1	i	i
Cc1ccc(S(=O)(=O)N2CCOCC2)cc1C(=O)Nc1ccccc1F	i	i
COc1ccc(C2CC(=O)NC(=O)C2)cc1	i	i
O=[N+]([O-])c1ccc(N/N=C/c2cn(Cc3ccc(F)cc3)c3ccccc23)nc1	i	i
CN(C)S(=O)(=O)c1ccc(C(=O)Nc2nc(-c3cc4ccccc4o3)cs2)cc1	i	i
Cc1cccc(CS(=O)(=O)Cc2ccc(C(=O)NC(C)c3ccccc3)o2)c1 (stereo unspecified)	i	i
CC12CC(NC(=O)N1c1cccc(C(=O)NCc3ccccc3)c1)c1ccccc1O2 (stereo unspecified)	i	i
N#CCc1nc(CSc2nc3ccccc3s2)cs1	i	i
Cc1cccc(C(=O)OCc2cc(=O)oc3c(C)c(C)ccc23)c1O	i	i
Cc1ccc(S(=O)(=O)CCN2CCN(c3ccccn3)CC2)cc1	i	i
COc1ccc(C=O)cc1Oc1nc(Cl)ncc1F	i	i
COc1ccc(OC)c(NC(=O)Cn2c(CCC(=O)O)ccc2-c2ccccc2)c1	i	i
CCOC(=O)c1c(NC(C)=O)sc2c(O)c(Br)ccc12	i	i
COC(=O)C1CSc2[nH]c(=O)sc2C1c1ccccc1 (stereo unspecified)	i	i
O=C(NCCc1c[nH]c2ccccc12)C(=O)NCC1OCCCN1S(=O)(=O)c1cccs1 (stereo unspecified)	i	i
Cc1cccn2c(=O)c3cc(S(=O)(=O)c4ccc(F)cc4)c(=N)n(Cc4ccco4)c3nc12	i	i
Cc1ccccc1S(=O)(=O)Cc1ccc(C(=O)NCCN2CCCCC2C)o1 (stereo unspecified)	i	i
O=C(CCNC(=O)c1ccco1)Nc1ccc(Cl)cc1	i	i
CCN1CCCC1CNC(=O)c1ccc2c(c1)N(Cc1cccc(Cl)c1)C(=O)c1ccccc1S2(=O)=O (stereo unspecified)	-11.7*	i
CCOC(=O)CNC(=O)N1CCCC(C(=O)c2cccc(Cl)c2)C1 (stereo unspecified)	i	i
CCOc1ccc(C2NC(=O)c3n[nH]c(C)c32)cc1 (stereo unspecified)	i	i
O=C(O)c1ccc(N2C(=O)CC(SC(=NCc3ccc4c(c3)OCO4)Nc3ccccc3)C2=O)cc1 (stereo unspecified)	i	i
C#CCOC(=O)c1ccc(-n2cncn2)nc1	i	i
COC(=O)c1ccc2[nH]c(CO)c(-c3ccccc3)c2c1	i	i
O=C(Nc1ccc(F)cc1)NC1(C(=O)NCc2ccco2)CCCCC1	i	i
CC1(C)CC(=O)C2=C(C1)N(CC1CCCO1)C(=O)C2(O)C(F)(F)F (stereo unspecified)	i	i
CCCCN1CC[C@H]2C=CC[C@@H](C(=O)N3CCOCC3)[C@H]2C1=O	i	i
Cc1cc(C)cc(N(CC(=O)NC2CCCCC2)C(=O)c2ccc(C)s2)c1	i	i
O=C(Nc1cccc(Cl)c1)c1cc(S(=O)(=O)N2CCOCC2)cs1	i	i
O=C(Nc1nc(-c2cc(F)ccc2F)cs1)c1ccccn1	i	i
SMILES	CHT block	CHT PAM
COc1ccccc1CC(=O)NC1CCN(Cc2ccccc2)CC1	i	i
COc1ccccc1NC(=O)Cn1nnc(-c2ccccc2NC(=O)c2cccs2)n1	i	i
O=C(Cc1c[nH]c2ccccc12)NC1(C(=O)NC2CCCCC2)CCCCC1	i	i
COc1nc(N)c(C#N)c(-c2ccc(N(C)CCC#N)cc2)c1C#N	i	i
O=C(NCc1ccc2c(c1)OCO2)c1ccc(-n2cnnn2)cc1	i	i
CCN(CCNC(=O)CCCn1nc(C)n2c(cc3sccc32)c1=O)c1ccccc1	i	i
Cc1cccc(C(=O)OC(C)CN2CCOCC2)c1 (stereo unspecified)	i	i
Cc1cc(C(=O)CN2C(=O)NC3(CCC(C)CC3)C2=O)c(C)n1C (stereo unspecified)	i	i
CSc1ncccc1C(=O)N1CCCC(C(=O)c2ccc3ccccc3c2)C1 (stereo unspecified)	i	i
Cc1ccc(C)c(NC(=O)c2ncn[nH]2)c1	i	i
CCOc1ccc(NC(=O)CSc2nnc(-c3ccccn3)n2C)cc1	i	i
CCOC(=O)c1c(-c2ccc(OC)cc2)csc1NC(=O)COc1ccc2c(C)cc(=O)oc2c1	i	i
CCOC(=O)c1[nH]c2ccccc2c1NC(=O)C1CCCCC1	i	i
O=C(c1ccco1)N1CCN(C(=O)C(c2ccccc2)c2ccccc2)CC1	i	i
Cc1ccc(Sc2c(C(=O)Nc3ccc(F)cc3F)c(C(F)(F)F)nn2C)cc1	i	i
COc1ccc(CCN2CC(C(=O)NCCCn3nc(C)cc3C)CCC2=O)cc1 (stereo unspecified)	i	i
COc1ccc(CCN2C(=O)c3ccccc3C2(O)c2ncc[nH]2)cc1OC (stereo unspecified)	i	i
O=C(NC1=NCCS1)c1cc(-c2ccccc2)nn1-c1ccccc1	i	i
COc1ccccc1-n1cc(C(=O)NCC(=O)N2CCN(Cc3ccccc3)CC2)c2ccccc2c1=O	i	i
COc1cccc2cc(/C(=N/O)c3ccc(Br)cc3)oc12	i	i
Cc1nn(CC(=O)NC(=O)NC2CCCC(C)C2C)c(=O)c(C#N)c1C (stereo unspecified)	i	i
COc1ccccc1Nc1nn2c(=O)c3ccc(C(=O)N4CCCC(C)C4)cc3nc2s1 (stereo unspecified)	i	i
Cc1ccccc1NC(=S)N(C)Cc1cccs1	i	i
S=C(c1ccc(N2CCOCC2)cc1)N1CCCCC1	i	i
CC1(C)CC(NC(=O)CCc2nnc(CCCCc3ccccc3)o2)CCO1 (stereo unspecified)	i	i

Four of the compounds above, as labelled records.
CCOP(=O)(OCC)c1nc(/C=C/c2ccccc2)oc1NCc1ccc(OC)cc1
- CHT block: i
- CHT PAM: i
Cc1ccc(C)c(N(CC(=O)Nc2cc(Cl)ccc2Oc2ccccc2)S(C)(=O)=O)c1
- CHT block: i
- CHT PAM: i
Cc1cc(C)cc(N(CC(=O)NC2CCCCC2)C(=O)c2ccc(C)s2)c1
- CHT block: i
- CHT PAM: i
O=C(c1ccco1)N1CCN(C(=O)C(c2ccccc2)c2ccccc2)CC1
- CHT block: i
- CHT PAM: i

Carrying on:
SMILES	CHT block	CHT PAM
CCOC(=O)[C@H]1[C@H]2COc3ccccc3[C@@H]2N2C(=O)c3cc(F)ccc3NC(=O)[C@@]12C	i	i
Nc1nnc(SC2CCCC2)s1	i	i
CCCn1c(=O)c2ccccc2n2c(SCCOc3ccc(C)cc3)nnc12	i	i
CC1c2cc3c(cc2CCN1C(=O)c1cccc(Cl)c1)OCCCO3 (stereo unspecified)	i	i
CC(C)Oc1ccc(C(=O)Nc2nc3ccccc3[nH]2)cc1	i	i
COc1ccccc1NC(=O)/C(C#N)=C/c1cc([N+](=O)[O-])ccc1N1CCCC1	i	i
COc1ccc(Cn2nnc3c(=O)[nH]c(C4CCCN(C(=O)c5ccccc5)C4)nc32)cc1 (stereo unspecified)	i	i
COc1ccc(Cl)cc1NS(=O)(=O)c1cccc(C(=O)NC2CCC(O)CC2)c1 (stereo unspecified)	i	i
CC(OC(=O)c1cc2c(ccc3ccccc32)oc1=O)c1nc2ccccc2s1 (stereo unspecified)	i	i
COc1cc(C2(c3ccc(O)c(OC)c3)C(=O)Nc3c(Br)cc(Br)cc32)ccc1O	i	i
Cc1cccc(/C=N/NC(=O)c2cc(-c3cccnc3)nc3ccccc23)c1	i	i
COc1ccc(S(=O)(=O)Cc2ccc(C(=O)NC3CCCC3)o2)cc1	i	i
N#CCCn1nc(-c2ccc(Br)cc2)cc1Nc1ccccc1NC(=O)C(F)(F)F	i	i
COc1ccc(S(=O)(=O)CC(=O)Nc2nnc(C(F)(F)F)s2)cc1	i	i
O=C(Nc1nc2ccc(S(=O)(=O)N3CCOCC3)cc2s1)c1cccs1	i	i
Cc1ccc(-n2c(Cn3nc(C(F)F)cc3C(F)F)n[nH]c2=S)cc1	i	i
O=C(CCN1C(=O)COc2ccccc21)NCCN1CCN(c2ccccc2F)CC1	i	i
Cc1ccc(CC(=O)NCC(C)C)cc1	i	i
N/C(=N\OC(=O)COc1ccccc1)c1ccccn1	i	i
Cc1ccc(CNC(=O)c2ccc(NC(=O)C3=CSCCO3)cc2)cc1	i	i
CCn1c(SCC(=O)Nc2ccccc2)nnc1-c1cccs1	i	i
COc1ccnc(CN(C)C(=O)C2CCC(=O)N(Cc3cccc(C(F)(F)F)c3)C2)c1 (stereo unspecified)	i	i

Bioassay records as filed in PubChem BioAssay.
